Giardia killer = Giardia lamblia killing; activity change, % at 7.66 µM, hits read low; actives 0.15% (n = 340,000); Giardia lamblia trophozoite viability; in the data active = activity change below about -80%; inconclusive = between about -30% and that limit;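 also: parasites exposed to compound for two days anaerobically before the ATP read; % is scaled to controls: 0 for no effect and ±100 for the full control effect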
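Trophozoites 100 cells/well + cpd; 48 hrs, 37 deg C, anaerobic. ATPLite 1-Step added, 15-30 min RT, luminescence read (ATP-based viability).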
VP16 counter = inhibits Gal4-VP16 luciferase reporter, ROR gamma counter-screen. Potency, µM (highest dose often 53.6 µM), without a hit: top-dose activity, negative = inhibition, actives largely listed as inhibitors. actives 3.5% (n = 310,000). Drosophila S2 Gal4-VP16 UAS-luciferase, luminescence, 20 h. AID 2546;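 also: Gal4-VP16 expression switched on by copper sulfate through the metallothionein promoter; potency is read from the fitted curve at half-maximal effect; % is scaled to controls: 0 for no effect and ±100 for the full control effect; nearly all actives have a fitted effect of over 50% in size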
KCNH2 3.1 block = blocks the human KCNH2 3.1 channel isoform; AID 720553; actives 0.95% (n = 340,000); U2OS KCNH2 3.1, thallium flux FluxOr; active compounds read low; activity change, % (tested at about 1.8 µM);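 active = maximum activity change below -70%; inconclusive = maximum activity change from -70% to -50%; inactive = maximum activity change above -50%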;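 also: thallium influx rate constant from kinetic fluorescence after stimulation buffer; % is scaled to controls: 0 for no effect and ±100 for the full control effect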
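Normalized rate constant (relative to positive and negative DMSO controls) derived from a 2 min kinetic fluorescence read after stimulation; U2OS cells expressing the 3.1 isoform via virus at 1.77 x 10^8 /mL.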
Rab9 promoter act = activates the Rab9 promoter; Huh7 Rab9 promoter-luciferase reporter, luminescence, 24 h; Potency, µM (highest dose often 9.22 µM), inactives show at the top dose activation, negative = inhibition, most hits filed as activators; actives 2.8% (n = 320,000); AID 485297; also: potency is read from the fitted curve at half-maximal effect; % of control where 0% means no effect; nearly all actives have a fitted effect of over 60% in size
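Rab9 promoter-driven luciferase in stably transfected Huh7 cells; 1500 cells/well rested 2 h, exposed to compound in DMSO for 24 h at 37 °C, 5% CO2. Luminescence read 10 min after adding luciferase reagent at ambient temperature.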
Coupling enz = coupling enzyme interference in Giardia aldolase counter-screen. coupling enzyme system counterscreen, AmpLite Red fluorescence. activity change, negative = inhibition, % at 58.2 µM, hits read low. actives 0.67% (n = 290,000). AID 2472; in the data active = activity change below about -30%; also: % is scaled to controls: 0 for no effect and ±100 for the full control effect
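Final compound at 57.5 uM, incubated 10 min at RT with coupling enzyme reagent (glyceraldehyde-3-phosphate), then 20 min with substrate and AmpLite Red detection. Fluorescence read at 525/598 nm; tests interference with the coupling assay, not aldolase inhibition.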
RORgamma inh = blocks mouse ROR gamma transcriptional activity; Drosophila S2 Gal4-RORgamma UAS-luciferase reporter, 20 h; Potency, µM (titrated, usually from 53.6 µM), for inactives: top-dose activity change, negative = inhibition, hits mostly inhibitors; actives 5.4% (n = 310,000); P51450; also: potency is read from the fitted curve at half-maximal effect; % is scaled to controls: 0 for no effect and ±100 for the full control effect; nearly all actives have a fitted effect of over 60% in size
Target sequence (P51450 whole entry, looked up, the tested form may be a part): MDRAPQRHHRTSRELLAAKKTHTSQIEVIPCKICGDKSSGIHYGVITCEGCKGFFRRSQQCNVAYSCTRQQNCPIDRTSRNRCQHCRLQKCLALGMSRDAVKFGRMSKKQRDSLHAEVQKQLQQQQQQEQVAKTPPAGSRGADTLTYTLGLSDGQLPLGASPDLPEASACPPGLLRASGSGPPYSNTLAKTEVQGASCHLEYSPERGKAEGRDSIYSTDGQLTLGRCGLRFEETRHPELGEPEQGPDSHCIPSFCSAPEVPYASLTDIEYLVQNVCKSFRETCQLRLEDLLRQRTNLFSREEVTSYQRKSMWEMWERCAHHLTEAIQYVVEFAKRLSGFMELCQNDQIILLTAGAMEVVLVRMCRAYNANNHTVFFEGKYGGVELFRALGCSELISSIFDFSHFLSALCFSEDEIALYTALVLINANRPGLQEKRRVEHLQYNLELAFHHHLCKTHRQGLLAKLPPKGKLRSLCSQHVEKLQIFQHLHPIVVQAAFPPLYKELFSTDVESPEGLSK
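Luminescence from a UAS-regulated Photinus luciferase reporter in stably transfected Drosophila Schneider cells is measured; decreased signal marks ROR gamma inhibition. Fusion expression is induced by 700 uM copper sulfate for 20 hr.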
ELG1 genotoxic = genotoxicity induction in ELG1-luciferase HEK293T cells; HEK293T ELG1-luciferase reporter, luminescence, 16 h; Potency, µM (top dose mostly 46 µM), for inactives: top-dose activity change, positive = activation, actives largely listed as activators; actives 1.3% (n = 330,000); AID 504466; also: potency is read from the fitted curve at half-maximal effect; % of control where 0% means no effect; nearly all actives have a fitted effect of over 60% in size
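Quantitative HTS format in 1536-well plates. HEK293T ELG1-luciferase reporter cells receive test compound and are incubated 16 hr at 37 °C, 5% CO2; ONE-Glo added, 30 min room temperature, then luminescence read.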
Tb PFK inh = T. brucei PFK enzyme inhibition; actives 0.17% (n = 330,000); O15648; T. brucei PFK, ADP-Glo luminescence; Potency, µM (doses to about 57.5 µM), inactives show at the top dose activity, negative = inhibition, hits mostly inhibitors;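 also: potency is read from the fitted curve at half-maximal effect; 0% = uninhibited 1x PFK enzyme wells and -100% = no-enzyme wells; nearly all actives have a fitted effect of over 60% in size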
Target sequence (O15648 whole entry, looked up): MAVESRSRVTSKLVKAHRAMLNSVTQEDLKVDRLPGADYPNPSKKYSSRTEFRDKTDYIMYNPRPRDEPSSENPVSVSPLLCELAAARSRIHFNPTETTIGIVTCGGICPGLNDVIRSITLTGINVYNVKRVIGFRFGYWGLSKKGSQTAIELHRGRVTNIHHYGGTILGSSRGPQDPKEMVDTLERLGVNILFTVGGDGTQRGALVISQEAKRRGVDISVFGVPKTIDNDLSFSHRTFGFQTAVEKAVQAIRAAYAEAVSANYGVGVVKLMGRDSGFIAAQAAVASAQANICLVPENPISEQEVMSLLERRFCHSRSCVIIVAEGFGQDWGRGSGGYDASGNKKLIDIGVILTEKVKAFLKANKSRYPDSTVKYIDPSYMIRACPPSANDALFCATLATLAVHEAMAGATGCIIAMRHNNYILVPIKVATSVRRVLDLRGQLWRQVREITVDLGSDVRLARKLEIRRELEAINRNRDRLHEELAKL
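Luminescent ADP detection (ADP-Glo, two-step: ATP depletion then ADP-to-ATP conversion for luciferase) reported PFK activity after 45 min room-temperature reaction of 1.25 nM enzyme with 0.5 mM F6P and 0.1 mM ATP at pH 8.0.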
FLuc modulator = counter-screen for miR-21 project: firefly luciferase inhibitors or activators. actives 6.9% (n = 360,000). purified FLuc, Km substrates, luminescence inhibition. P08659. Potency, µM (series often up to 57.5 µM), for the others: top-dose activity change, negative = inhibition, usual class: inhibitors;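 also: potency is read from the fitted curve at half-maximal effect; plate controls were vehicle for no effect and reference inhibitor for full effect; nearly all actives have a fitted effect of over 55% in size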
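Purified P. pyralis luciferase, 10 nM final, with Km-level 10 uM D-luciferin and 10 uM ATP in 50 mM Tris acetate pH 7.5, 10 mM Mg acetate, 0.01% Tween-20, 0.05% BSA; 6-point qHTS titration about 60 µM downward; luminescence read.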
uPA surface inh = cell surface uPA generation inhibition; cell surface uPA generation assay, qHTS; Potency, µM (series often up to 38.3 µM), for inactives: top-dose activity change, negative = inhibition, most hits filed as inhibitors; actives 0.31% (n = 330,000); AID 540303; active = well fitted inhibition curve with a large enough effect; inconclusive = small, poorly fitted or top-dose-only effect; inactive = no such curve, though single readings can be large or run the other way; tested in mouse RAW 264.7 cells; also: potency is read from the fitted curve at half-maximal effect; % is scaled to controls: 0 for no effect and ±100 for the full control effect; nearly all actives have a fitted effect of over 55% in size
NPC1 prom act = activates the NPC1 promoter; Huh7 NPC1 promoter luciferase reporter, 24 h; actives 2.4% (n = 320,000); Potency, µM (top dose mostly 9.22 µM), without a hit: at the highest dose activation, usual class: activators; AID 485313;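 also: potency is read from the fitted curve at half-maximal effect; % of control where 0% means no effect; nearly all actives have a fitted effect of over 60% in size; reporter is driven by a mutant NPC1 promoter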
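Luciferase expression driven by the NPC1 promoter was measured in stably transfected Huh7 cells after a 24 h compound incubation, using a luciferase reagent and a luminescence read.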
An asterisk follows results filed as active; ? = inconclusive; · = not tested or not shown; [ ] = another dose, or the depositor's remark. Unless noted, calls follow the shape of the dose curve; as a rule, active = well fitted curve in the direction sought with a large enough effect; inconclusive = small, poorly fitted or top-dose-only effect, or another doubt; inactive = no such curve, though single readings can be large; an effect the other way counts as inactive or inconclusive.

No.	molecule	Giardia killer	VP16 counter	KCNH2 3.1 block	Rab9 promoter act	Coupling enz	RORgamma inh
1	O=C1CCc2cc(S(=O)(=O)NC(Cc3ccccc3)C(=O)NC3CCCCC3)ccc2N1 (centres undefined)	·	0%	·	-6%	-2	-7%
2	O=C(O)c1cc2nc(-c3ccccc3)cc(C(F)(F)F)n2n1	-1	-11%	-17	-20%	4	11%
3	CC(C)NC(=O)CC(=O)N/N=C\c1ccccc1C(=O)O	3	-18%	24	1%	-2	18%
4	C/C(=N/NC(=O)c1ccc2c(c1)OCO2)c1cccc(NC(=O)C(C)(C)C)c1	6	-9%	9	3%	3	0%
5	O=C(NS(=O)(=O)c1ccc2c(c1)OCCO2)c1ccccc1	-6	-9%	3	1%	12	-7%
6	NC(N)=N/N=C/c1cccc(Cl)c1Cl	-7	-4%	0	-3%	1	3%
7	CCCCC(=O)OCC(=O)N1N=C(c2c[nH]c3ccccc23)C(O)C1c1ccc(OC)cc1 (centres undefined)	1	-19%	8	-3%	-8	-2%
8	COC(=O)[C@@]12CCCCN1[C@H](c1ccc(-c3ccccc3)cc1)[C@H]1C(=O)N(C)C(=O)[C@H]12	3	·	-5	-7%	·	·
9	COc1ccc(CN2CCCC(C(=O)N3CCCCC3)C2)cc1OC (centres undefined)	32[activator]	10%	-3	-2%	2	-4%
10	Cc1cccc(NC(=O)Nc2ccc3c(c2)OCO3)n1	-28	0%	7	2.2µM*	0	-23%
11	CCN(CC)C(=O)C1CCCN(Cc2cccc(F)c2)C1 (centres undefined)	20	-10%	0	2%	2	5%
12	CS(=O)(=O)c1ccc(NS(=O)(=O)c2ccc(Cl)c(C(=O)NC3=NCCS3)c2)cc1	-7	·	-18	·	·	·
13	Cc1nc2nc3c(c(=O)n2[nH]1)CCC3	1	3%	2	-4%	-1	-21%
14	CCOC(CCc1c(C)nc(NC(C)=O)[nH]c1=O)OCC	3	-2%	20	-1%	3	-9%
15	CC1CC(C)CN(C(=O)c2cc3c(s2)CCC3)C1 (centres undefined)	-10	-13%	-10	0%	6	5%

No.	ELG1 genotoxic	Tb PFK inh	FLuc modulator	uPA surface inh	NPC1 prom act
1	-1%	1%	-8%	·	-5%
2	0%	-10%	2%	0%	3%
3	0%	0%	0%	2%	-6%
4	5%	-1%	17µM*	-1%	-7%
5	0%	-6%	0%	1%	0%
6	3%	-10%	-11%	1%	-2%
7	-4%	9%	-1%	-12%	-3%
8	-6%	0%	-2%	7%	-3%
9	-2%	1%	-2%	-2%	0%
10	?	3%	2.7µM*	?	1.8µM*
11	-2%	1%	0%	·	1%
12	0%	4%	·	-2%	·
13	-5%	16%	4%	3%	3%
14	-1%	1%	0%	0%	1%
15	15%	-2%	-18%	6%	1%

Additional compounds follow.
No.	molecule	Giardia killer	VP16 counter	KCNH2 3.1 block	Rab9 promoter act	Coupling enz	RORgamma inh
16	Nc1nc(SCC(=O)Nc2cc(C(F)(F)F)ccc2N2CCOCC2)n[nH]1	10	1%	1	0%	0	1%
17	CSCC[C@H](NC(=O)Nc1ccccc1C)C(=O)O	12	-8%	-4	-4%	0	10%
18	O=C(O)CNS(=O)(=O)c1ccc(-c2ccccc2)cc1	·	-5%	·	-3%	11	0%
19	CN(CC(=O)Nc1nc2ccc(F)cc2s1)S(=O)(=O)c1ccc(Cl)cc1	-17	?	-4	2%	-4	?
20	CCOC(=O)c1cc(-c2ccc(C)cc2)n(CCC(=O)NCCCOC)c1C	9	2%	5	-3%	2	7%
21	CC(=O)c1ccc(Sc2ccc(C(C)=O)cc2)cc1	-9	-18%	-3	8%	3	-6%
22	COCCC(=O)N1CCCC(C(=O)c2ccc3c4c(cccc24)CC3)C1 (centres undefined)	-16	-7%	-5	-13%	0	-10%
23	CCN(Cc1ccc(NC(C)=O)cc1)CC1CCCN(CCc2cccc(OC)c2)C1 (centres undefined)	-9	-9%	19	-1%	-2	3%
24	Cc1cc(Br)ccc1NC(=O)CN(C)C(=O)CN1C(=O)NC2(CCCC2)C1=O	-13	·	-5	-5%	·	·
25	Cc1ccc2nc3sc(C(=O)N4CCCc5ccccc54)c(N)c3cc2c1	2	-14%[0.365 µM]	8	-2%	-3	36%
26	COc1ccc(/C=N/N=C/c2ccc(OC)c(OC)c2)cc1OC	-1	-10%	2	-1%	4	-11%
27	O=C(O)c1ccc(N/N=C/c2ccc3c(c2)OCO3)cc1	-2	-3%	14	-59%[inhibitor]	1	15%
28	COc1cc(C2CC(=O)N3CN(c4ccccc4C)CSC3=C2C#N)cc(OC)c1OC (centres undefined)	·	-1%	·	-1%	-36*	3%
29	COc1ccc(S(=O)(=O)CCc2nnc(NC(C)=O)s2)cc1	3	1%	21	4%	1	1%
30	CCN1CCN(C(=O)c2cc3c(=O)oc4ccc(C)cc4c3s2)CC1	4	5%	-17	10%	2	-36%

No.	ELG1 genotoxic	Tb PFK inh	FLuc modulator	uPA surface inh	NPC1 prom act
16	0%	3%	4%	2%	-5%
17	3%	1%	1%	3%	-4%
18	0%	0%	4%	·	0%
19	-10%	-1%	-17%	-4%	6%
20	-4%	1%	4%	-1%	-4%
21	?	5%	-3%	1%	14%
22	-4%	-2%	-3%	1%	-6%
23	-5%	-2%	3%	-10%	0%
24	-1%	2%	4%	-4%	0%
25	18%	-3%	?	·	-12%
26	0%	3%	-1%	2%	0%
27	?	-21%	0.095µM*	-3%	-38%[inhibitor]
28	-2%	-16%	?	·	-3%
29	-1%	0%	5%	-4%	0%
30	2%	-1%	-16%	3%	0%

Complete entries, looked up by structure. Screens in order: Giardia killer | VP16 counter | KCNH2 3.1 block | Rab9 promoter act | Coupling enz | RORgamma inh | ELG1 genotoxic | Tb PFK inh | FLuc modulator | uPA surface inh | NPC1 prom act
`CC(C)NC(=O)CC(=O)N/N=C\c1ccccc1C(=O)O` reads 3 | -18% | 24 | 1% | -2 | 18% | 0% | 0% | 0% | 2% | -6%
`O=C1CCc2cc(S(=O)(=O)NC(Cc3ccccc3)C(=O)NC3CCCCC3)ccc2N1` (centres undefined) reads · | 0% | · | -6% | -2 | -7% | -1% | 1% | -8% | · | -5%
`C/C(=N/NC(=O)c1ccc2c(c1)OCO2)c1cccc(NC(=O)C(C)(C)C)c1` reads 6 | -9% | 9 | 3% | 3 | 0% | 5% | -1% | 17µM* | -1% | -7%

Following part.
No.	molecule	Giardia killer	VP16 counter	KCNH2 3.1 block	Rab9 promoter act	Coupling enz	RORgamma inh
31	CN(CC(=O)Nc1ccc(OC(F)(F)F)cc1)C1CCCCC1	12	3%	?	0%	-1	-15%
32	CN(C)S(=O)(=O)c1ccc(NC(=O)C2COc3ccccc3O2)cc1 (centres undefined)	1	-5%	-1	10%	-2	?
33	O=C1/C(=C/c2ccccc2)SC(=S)N1CC(=O)N1CCCCC1c1cccnc1 (centres undefined)	8	24%	-21	1%	0	14%
34	COc1ccc(CNC(=O)CCNC(=O)N2CCn3c2nc2ccccc23)cc1	1	-12%	-4	1%	4	-2%
35	O=C1c2ccsc2SCCN1Cc1ccccc1	23	-6%	4	-3%	-1	22%
36	O=C1Nc2cc(C(=O)N3CCN(c4ccc(F)cc4)CC3)ccc2NC1CSCc1cccc(F)c1 (centres undefined)	14	4%	-2	0%	·	-15%

No.	ELG1 genotoxic	Tb PFK inh	FLuc modulator	uPA surface inh	NPC1 prom act
31	-1%	0%	4%	-2%	-8%
32	1%	19µM*	0%	-3%	0%
33	-13%	6%	?	?	-6%
34	0%	0%	-3%	-1%	-9%
35	3%	-4%	5%	-2%	-8%
36	1%	-14%	-3%	0%	2%

Single values from the entries so far.
For Rab9 promoter act, compound 32 shows 10%
For VP16 counter, compound 36 shows 4%
For NPC1 prom act, compound 31 shows -8%
For uPA surface inh, compound 35 shows -2%
For Rab9 promoter act, compound 34 shows 1%

Assay outcomes as filed in PubChem.
